Assay outcomes from PubChem BioAssay.
OPRM1-OPRD1 inv: mu-delta opioid heterodimer inverse agonism; P35372+P41143; cell-based MOR-DOR heterodimer luminescence; inhibition, % at 9.3 µM; actives 0.21% (n = 340,000); in the data active = inhibition above about 22%, passing the limit was not always enough;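 note: 0% = cells with DMSO and 100% = wells without cells with DMSO; values of inactives mirror those of a sister screen read the other way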
AddAB inh: less growth of phage-infected E. coli with AddAB; inhibition, % at 11.9 µM; actives 0.29% (n = 330,000); E. coli expressing H. pylori AddAB, absorbance growth; in the data active = inhibition above about 12%;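 note: 0% = vehicle wells of infected cells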
PKA-R1A act: activates the PKA-R1A holoenzyme complex. P00514+P68181. PKA-R1A dissociation, Cy5-IP20 fluorescence polarization; scaled: DMSO 0%, 113 µM cGMP 100%. activation, % at 11.4 µM. actives 0.083% (n = 340,000). AID 504707;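 active = percent activation above the mean of all tested compounds plus 3 SD, cut at about 19% in these data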;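 note: higher means more PKAc released from R1A so a rise in polarization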
Arr AP2 block: inhibitors of human beta-arrestin and AP2 interaction. FITC-arrestin peptide / GST-AP2 beads, flow cytometry; AP2 beta2 appendage carries R879A mutation. inhibition, % at 10 µM. actives 0.31% (n = 340,000). AID 504490;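 active = inhibition above a set limit, near 3 SD of compounds lacking own fluorescence, cut at about 54% in these data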;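 note: plate controls were DMSO wells for no effect and 5 µM unlabelled arrestin peptide for full effect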
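Measured by: flow cytometry, FL1 (488/535 nm); Material: AP2 appendage R879A on GSH beads; Evaluation: percent response; Timing: pre-incubation 12 min, peptide binding 1 h, room temperature; Also added: 50 nM FITC-arrestin peptide; Medium: PBS with 0.05% Tween 20 and 0.1% BSA.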
Pemphigus Ab inh: blocks pemphigus antibody binding to human desmoglein-3 | P32926 | DSG3-coupled beads, scFv-anti-DSG3-GFP binding, flow cytometry; hits give low values | binding (percent of control), % at 10 µM | actives 0.48% (n = 310,000) | AID 588358;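 active = binding more than 3 SD below its plate's average and above zero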;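 note: hits lower antibody fragment binding to DSG3; some compounds called inactive have numbers as strong as hits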
Target sequence (P32926 whole entry, looked up, the tested form may be a part): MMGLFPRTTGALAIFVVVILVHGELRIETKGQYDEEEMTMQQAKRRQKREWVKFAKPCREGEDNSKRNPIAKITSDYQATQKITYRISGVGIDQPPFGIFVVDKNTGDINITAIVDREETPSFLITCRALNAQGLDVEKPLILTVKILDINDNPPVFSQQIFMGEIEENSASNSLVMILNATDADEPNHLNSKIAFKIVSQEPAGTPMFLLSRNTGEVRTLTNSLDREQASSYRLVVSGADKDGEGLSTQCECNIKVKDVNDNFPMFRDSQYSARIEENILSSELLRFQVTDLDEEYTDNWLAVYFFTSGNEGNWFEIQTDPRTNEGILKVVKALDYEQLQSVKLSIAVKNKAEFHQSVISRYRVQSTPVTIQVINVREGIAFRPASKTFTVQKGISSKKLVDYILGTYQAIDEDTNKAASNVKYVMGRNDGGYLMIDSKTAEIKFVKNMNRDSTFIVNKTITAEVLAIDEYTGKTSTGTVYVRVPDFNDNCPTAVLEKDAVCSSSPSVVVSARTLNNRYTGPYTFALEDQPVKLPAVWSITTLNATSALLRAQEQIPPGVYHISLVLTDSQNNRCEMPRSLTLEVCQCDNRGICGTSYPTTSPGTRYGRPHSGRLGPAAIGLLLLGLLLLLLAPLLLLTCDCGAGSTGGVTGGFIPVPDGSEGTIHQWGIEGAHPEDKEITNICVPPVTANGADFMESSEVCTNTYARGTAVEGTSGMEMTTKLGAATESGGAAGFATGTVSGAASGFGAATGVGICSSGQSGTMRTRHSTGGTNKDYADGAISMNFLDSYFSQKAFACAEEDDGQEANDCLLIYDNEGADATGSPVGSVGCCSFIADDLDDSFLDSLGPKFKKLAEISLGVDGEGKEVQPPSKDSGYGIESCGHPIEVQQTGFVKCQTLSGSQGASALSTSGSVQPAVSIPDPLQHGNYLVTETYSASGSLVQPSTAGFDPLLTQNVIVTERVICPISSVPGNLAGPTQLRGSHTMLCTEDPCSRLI
phage Ecoli inh: E. coli growth loss with phage present | growth absorbance | actives 0.26% (n = 360,000) | AID 651602 | inhibition, % at 11.9 µM; in the data active = inhibition above about 11%
OPRM1-OPRD1 ag: agonists of human mu-delta opioid receptor heterodimerization; P35372+P41143; cells, OPRM1-OPRD1 heterodimerization, luminescence; activation, % at 9.3 µM; actives 0.3% (n = 340,000); AID 504326; in the data active = activation above about 18%;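 note: 0% = vehicle-treated cells and 100% = reference agonist; values of inactives mirror those of a sister screen read the other way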
Tat export inh: inhibitors of E. coli Tat protein transport. actives 0.036% (n = 340,000). inhibition, % at 10 µM. E. coli MC4100 TorA-mCherry Tat export, fluorescence;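 active = mean replicate inhibition at least 50% and at least half of replicates individually reaching 50%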;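 note: exported cargo escapes ClpAP degradation while cytoplasmic cargo is degraded and loses fluorescence; 0% = median of neutral control wells and 100% = median of NaSCN control wells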
E coli growth: bacterial growth inhibition, counter-screen for AddAB inhibitors; E. coli V3065 growth, OD600 absorbance, 18 h; inhibition, % at 11.9 µM; actives 0.27% (n = 330,000); AID 449728;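 active = inhibition above the campaign's mean inhibition across all tested compounds plus 3 SD, cut at about 9.9% in these data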;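 note: uninfected addAB+ strain grown without phage in ampicillin broth; 0% = DMSO wells and 100% = ciprofloxacin 0.95 µg/ml wells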
PfHsp90 set2: growth inhibition of yeast expressing Plasmodium Hsp90; S. cerevisiae expressing PfHsp90, BacTiter-Glo ATP, 48 h; yeast lacking PDR1 and PDR3 efflux regulators; inhibition, % at 9.4 µM; actives 0.32% (n = 310,000); AID 504621;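 active = every replicate shows inhibition above about 80%, whatever the replicate mean, limit read from the data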;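 note: 0% = DMSO neutral controls and 100% = 20 µM radicicol positive controls; yeast relying on Plasmodium falciparum Hsp90 in place of its own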
Mot1-301 SUMO: inhibitors of SUMOylation pathway: yeast Mot1-301 growth rescue | S. cerevisiae Mot1-301 growth rescue, ATP luminescence, 38.5C; percent above DMSO median, 100 means doubled | growth rescue, % at 18.8 µM | actives 1% (n = 320,000) | AID 2716;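 active = every valid replicate shows activation above 250% relative to neutral control wells; inactive = the rest, any valid replicate at or below 250%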;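 note: OY570 slx delta 5 strain wells were the positive control but not used for scaling; some compounds called inactive have numbers as strong as hits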
* hit, by the source's call.

`COc1cccc2[nH]c3c(N4CCCC(C)C4)ncnc3c12` (stereo unspecified) gave OPRM1-OPRD1 inv 5, AddAB inh 3.8, PKA-R1A act -6, Arr AP2 block 6, Pemphigus Ab inh 105, phage Ecoli inh 6.3, OPRM1-OPRD1 ag -0.9, Tat export inh 3, E coli growth 0.4, PfHsp90 set2 -33 and Mot1-301 SUMO -9.
O=C(O)/C=C\C(=O)Nc1ccccc1F was read as OPRM1-OPRD1 inv 4, AddAB inh 0.5, PKA-R1A act -7, Arr AP2 block 10, Pemphigus Ab inh 100, phage Ecoli inh 1.4, OPRM1-OPRD1 ag -0.8, Tat export inh -1, E coli growth -0.7, PfHsp90 set2 3 and Mot1-301 SUMO 148.
`Cc1csc(SCCN2C(=O)c3ccccc3C2=O)n1` gave OPRM1-OPRD1 inv 10, AddAB inh -1.3, PKA-R1A act -8, Arr AP2 block -5, Pemphigus Ab inh 97, phage Ecoli inh 0.5, OPRM1-OPRD1 ag -1.8, Tat export inh -8, E coli growth -1.7, PfHsp90 set2 -13 and Mot1-301 SUMO -15.
`CN(C)C(=O)c1ccc(NC(=O)CSc2nc3ccccc3[nH]2)cc1` gave OPRM1-OPRD1 inv 5, AddAB inh 4.2, PKA-R1A act -4, Arr AP2 block 40, Pemphigus Ab inh 99, phage Ecoli inh 7.5, OPRM1-OPRD1 ag -1.1, Tat export inh 1, E coli growth 4.8 and PfHsp90 set2 -4.
For Cn1c(SCc2ccc(C#N)cc2)nnc1-c1ccncc1 the results were OPRM1-OPRD1 inv 16, AddAB inh 0.1, PKA-R1A act -7, Arr AP2 block -8, Pemphigus Ab inh 96, phage Ecoli inh 0.9, OPRM1-OPRD1 ag -3.4, Tat export inh 3, E coli growth -0.1, PfHsp90 set2 13 and Mot1-301 SUMO 0.
For CCOc1ccc2c(c1)c1nnc(SCC(=O)N3CCC(C)CC3)nc1n2C the results were OPRM1-OPRD1 inv 16, PKA-R1A act -3, Arr AP2 block 0, Pemphigus Ab inh 95, phage Ecoli inh 0.9, OPRM1-OPRD1 ag -2.9, Tat export inh 5 and PfHsp90 set2 21.
Cc1cc(C(=O)NNc2ccc(F)cc2F)no1 was read as OPRM1-OPRD1 inv 11, AddAB inh -0.2, PKA-R1A act -1, Arr AP2 block -2, Pemphigus Ab inh 98, phage Ecoli inh 2.8, OPRM1-OPRD1 ag -2.1, Tat export inh 6, E coli growth 3.5, PfHsp90 set2 13 and Mot1-301 SUMO 538*.
Screening CNC(=O)C(=O)NCC1OCCCN1S(=O)(=O)c1ccc(F)cc1C (stereo unspecified) returned OPRM1-OPRD1 inv 17, AddAB inh -0.6, PKA-R1A act -11, Arr AP2 block 39, Pemphigus Ab inh 109, phage Ecoli inh 2.3, OPRM1-OPRD1 ag -3.1, Tat export inh -2, E coli growth 3.3, PfHsp90 set2 3 and Mot1-301 SUMO -6.
Cc1cc(C(=O)NNC(=O)c2cccc(N(C)C)c2)c(C)o1 was read as OPRM1-OPRD1 inv 6, AddAB inh -0.4, PKA-R1A act -7, Arr AP2 block -5, Pemphigus Ab inh 99, phage Ecoli inh 0.7, OPRM1-OPRD1 ag -0.9, Tat export inh 5, E coli growth 0.0, PfHsp90 set2 -15 and Mot1-301 SUMO 6.
`CS(=O)(=O)c1ccc(-c2nnn(CC(N)=O)n2)cc1` gave OPRM1-OPRD1 inv 11, AddAB inh 0.9, PKA-R1A act -1, Arr AP2 block -50, Pemphigus Ab inh 104, phage Ecoli inh 2.9, OPRM1-OPRD1 ag -2.1, Tat export inh -6, E coli growth -0.5, PfHsp90 set2 14 and Mot1-301 SUMO -14.
For S=C(NCc1ccncc1)Nc1ccc(Cl)cc1Cl the results were OPRM1-OPRD1 inv 15, AddAB inh -0.1, PKA-R1A act 3, Pemphigus Ab inh 95, phage Ecoli inh 3.0, OPRM1-OPRD1 ag -3.1, Tat export inh 5, E coli growth -1.5, PfHsp90 set2 3 and Mot1-301 SUMO 8.
`COc1cc(/C=C2\SC(=Nc3ccccc3)N(CCc3c[nH]c4ccccc34)C2=O)ccc1OC(C)C(=O)O` (stereo unspecified) gave OPRM1-OPRD1 inv 16, AddAB inh 1.3, PKA-R1A act -5, Arr AP2 block 3, Pemphigus Ab inh 96, phage Ecoli inh 3.1, OPRM1-OPRD1 ag -2.6, Tat export inh -2, E coli growth -0.6, PfHsp90 set2 1 and Mot1-301 SUMO -10.
Screening CCS(=O)(=O)N1CCN(c2ccc([N+](=O)[O-])c(NCc3ccccc3)c2)CC1 returned OPRM1-OPRD1 inv 5, AddAB inh 1.4, PKA-R1A act 6, Arr AP2 block 7, Pemphigus Ab inh 113, phage Ecoli inh 3.9, OPRM1-OPRD1 ag -1.1, Tat export inh -6, E coli growth -2.2, PfHsp90 set2 -4 and Mot1-301 SUMO 5.
CCCCN(C(=O)CSc1ncnc2sccc12)c1c(N)n(Cc2ccccc2)c(=O)[nH]c1=O was read as OPRM1-OPRD1 inv 9, AddAB inh 0.7, PKA-R1A act 7, Arr AP2 block -8, Pemphigus Ab inh 112, phage Ecoli inh 0.5, OPRM1-OPRD1 ag -2.2, Tat export inh -4, E coli growth -0.4, PfHsp90 set2 -2 and Mot1-301 SUMO -3.
For COc1cccc(NC(=O)CCN2C(=O)c3cccc([N+](=O)[O-])c3C2=O)c1 the results were OPRM1-OPRD1 inv 6, AddAB inh 0.5, PKA-R1A act 1, Arr AP2 block -1, Pemphigus Ab inh 100, phage Ecoli inh 1.6, OPRM1-OPRD1 ag -1.4, Tat export inh -8, E coli growth -0.3, PfHsp90 set2 -1 and Mot1-301 SUMO -10.
`O=S(=O)(NCc1ccco1)c1ccc(Cl)nc1` gave OPRM1-OPRD1 inv 16, AddAB inh 0.0, PKA-R1A act -19, Arr AP2 block 5, Pemphigus Ab inh 88, phage Ecoli inh 3.9, OPRM1-OPRD1 ag -3.1, Tat export inh 4, E coli growth -2.7, PfHsp90 set2 -19 and Mot1-301 SUMO -16.
Cc1cc2cc(CCNC(=O)c3cccc([N+](=O)[O-])c3)c(=O)[nH]c2cc1C was read as OPRM1-OPRD1 inv 8, AddAB inh 3.2, PKA-R1A act 4, Arr AP2 block -4, Pemphigus Ab inh 99, phage Ecoli inh 1.6, OPRM1-OPRD1 ag -1.4, Tat export inh -4, E coli growth 3.6, PfHsp90 set2 -1 and Mot1-301 SUMO 0.
Screening N#CCCn1cc(/C=N/N=C2\NC(=O)C(CC(=O)O)S2)c(-c2ccc(F)cc2)n1 (stereo unspecified) returned OPRM1-OPRD1 inv 3, AddAB inh 0.5, PKA-R1A act -1, Arr AP2 block 7, Pemphigus Ab inh 86, phage Ecoli inh 1.3, OPRM1-OPRD1 ag -0.5, Tat export inh 4, E coli growth 0.9, PfHsp90 set2 -14 and Mot1-301 SUMO -5.
CCc1ccc(N2C(=O)C(Cl)=C(Nc3ccc(C(=O)N4CCCC4)cc3)C2=O)cc1 was read as OPRM1-OPRD1 inv 6, AddAB inh 0.4, PKA-R1A act -5, Arr AP2 block 14, Pemphigus Ab inh 99, OPRM1-OPRD1 ag -1.4, Tat export inh -4, E coli growth -1.6 and Mot1-301 SUMO 12.
Screening O=C(Nc1cc(S(=O)(=O)N2CCOCC2)ccc1Cl)c1cc2ccccc2o1 returned OPRM1-OPRD1 inv 0, AddAB inh 2.9, PKA-R1A act 5, Arr AP2 block 21, Pemphigus Ab inh 110, phage Ecoli inh 1.8, OPRM1-OPRD1 ag -0.1, Tat export inh 1, E coli growth -0.3, PfHsp90 set2 21 and Mot1-301 SUMO -12.
`O=C(O)c1ccc(CSc2ncnc3c2cnn3Cc2ccccc2)cc1` gave OPRM1-OPRD1 inv -6, AddAB inh 2.3, PKA-R1A act -7, Arr AP2 block -10, Pemphigus Ab inh 101, phage Ecoli inh 2.3, OPRM1-OPRD1 ag 1.1, Tat export inh -7, E coli growth -1.4 and PfHsp90 set2 10.
COc1ccc(-c2ccc3c(c2)S(=O)(=O)c2cccc(C(=O)N4CCN(C5CCCCC5)CC4)c2C3=O)cc1OC was read as OPRM1-OPRD1 inv -39, AddAB inh 0.4, PKA-R1A act -1, Arr AP2 block -3, Pemphigus Ab inh 107, phage Ecoli inh 1.1, OPRM1-OPRD1 ag 6.7, Tat export inh 6, E coli growth -1.3, PfHsp90 set2 -26 and Mot1-301 SUMO -6.
`CN(C)C=NC(=O)c1cc(C(=O)c2ccc(Cl)cc2Cl)c[nH]1` gave AddAB inh 0.9, Arr AP2 block -5, phage Ecoli inh 4.7, Tat export inh 4, E coli growth -1.5, PfHsp90 set2 -13 and Mot1-301 SUMO 9.
O=C(c1cnn(-c2ccccc2)c1)c1cc(F)ccc1O was read as OPRM1-OPRD1 inv -29, AddAB inh 0.9, PKA-R1A act 2, Arr AP2 block 8, Pemphigus Ab inh 99, phage Ecoli inh 3.8, OPRM1-OPRD1 ag 5.8, Tat export inh -2, E coli growth 2.4, PfHsp90 set2 -18 and Mot1-301 SUMO -5.
Screening NC(=O)COc1c(-c2ccco2)oc2ccccc2c1=O returned OPRM1-OPRD1 inv 5, AddAB inh 2.9, PKA-R1A act 5, Arr AP2 block 32, Pemphigus Ab inh 102, phage Ecoli inh -2.5, OPRM1-OPRD1 ag -1.0, Tat export inh 5, E coli growth 0.1 and PfHsp90 set2 6.
`O=C(CNS(=O)(=O)c1ccc(F)cc1)N1CCCC1` gave AddAB inh 2.8, Arr AP2 block 0, Pemphigus Ab inh 103, phage Ecoli inh -1.8, E coli growth 3.0 and Mot1-301 SUMO -14.
COc1ccccc1NC(=O)N(CCN1CCOCC1)Cc1cc2cc(C)cc(C)c2[nH]c1=O was read as OPRM1-OPRD1 inv 11, AddAB inh 2.1, PKA-R1A act 1, Arr AP2 block 15, phage Ecoli inh 0.8, OPRM1-OPRD1 ag -2.3, Tat export inh 7, E coli growth -0.8, PfHsp90 set2 29 and Mot1-301 SUMO -4.
CCOc1ccc(-c2n[nH]c(C)c2-c2ccccn2)c(O)c1 was read as OPRM1-OPRD1 inv 8, AddAB inh -1.8, PKA-R1A act 7, Arr AP2 block 12, Pemphigus Ab inh 97, phage Ecoli inh 1.1, OPRM1-OPRD1 ag -1.6, Tat export inh -1, E coli growth 3.5, PfHsp90 set2 -10 and Mot1-301 SUMO -7.
CCn1ncc(N(C)N)c(Cl)c1=O was read as OPRM1-OPRD1 inv 15, AddAB inh 2.0, PKA-R1A act 1, Arr AP2 block 9, Pemphigus Ab inh 103, phage Ecoli inh 3.0, OPRM1-OPRD1 ag -2.9, Tat export inh 8, E coli growth -0.6, PfHsp90 set2 -4 and Mot1-301 SUMO -12.
`COc1cc(C(=O)Oc2ccccc2)ccc1OCc1c(C)noc1C` gave OPRM1-OPRD1 inv 7, AddAB inh 1.6, PKA-R1A act -1, Arr AP2 block 33, phage Ecoli inh 2.5, OPRM1-OPRD1 ag -1.1, Tat export inh -9, E coli growth -0.1, PfHsp90 set2 8 and Mot1-301 SUMO 3.
